H9c2 protect = cardioprotection against H2O2-induced cell death, primary screen, uHTS, H9c2 cells, ATPLite luminescence; AID 588492, 2011; hit rate 0.63% among 360,000; protection from H2O2 cell death, % at 20 µM; H9c2 cardiomyocytes, H2O2 injury protection, 2 h;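 active = compounds giving at least 50% protection of heart cells from peroxide-induced death in the single-dose screen, raw or plate-pattern-corrected value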;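 also: 0% = DMSO wells with peroxide and 100% = DMSO wells without peroxide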
m5-HT2A agonist = mouse Htr2a agonists via beta-arrestin recruitment, primary screen, cell-based, luminescence. CHO-K1 mHTR2A beta-arrestin complementation; percent of 30 µM serotonin response. activation, % at 7.6 µM. hit rate 0.66% among 360,000;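 active = activation above a run cutoff, the mean activation of all tested compounds plus 3 SD, cut at about 14% in these data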;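 also: 0% = plate median of compound wells and 100% = 30 µM serotonin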
Target sequence (P35363 whole entry, looked up): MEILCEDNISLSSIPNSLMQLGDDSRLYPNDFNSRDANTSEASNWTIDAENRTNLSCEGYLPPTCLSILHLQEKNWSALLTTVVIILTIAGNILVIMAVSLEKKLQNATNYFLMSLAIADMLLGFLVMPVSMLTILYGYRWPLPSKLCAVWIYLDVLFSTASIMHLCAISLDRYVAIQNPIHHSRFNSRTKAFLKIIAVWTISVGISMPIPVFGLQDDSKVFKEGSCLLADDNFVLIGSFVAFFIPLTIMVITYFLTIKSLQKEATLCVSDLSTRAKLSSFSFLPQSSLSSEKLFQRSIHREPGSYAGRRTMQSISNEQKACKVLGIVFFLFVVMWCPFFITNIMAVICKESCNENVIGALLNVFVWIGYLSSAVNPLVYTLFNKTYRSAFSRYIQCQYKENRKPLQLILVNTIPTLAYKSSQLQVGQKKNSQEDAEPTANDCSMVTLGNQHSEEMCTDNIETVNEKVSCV
CaV13 ICDI inh = Disruptors of the CACNA1D IQ motif to Ca2+-dependent inactivation inhibitor domain association, primary screening, Förster resonance energy transfer in intact living …. HEK cells, CFP/YFP FRET ICDI-IQ, plate reader, 10 min; percent FRET-ratio fall versus neutral wells. inhibition, % at 12.3 µM. hit rate 0.098% among 340,000;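 active = mean replicate inhibition of at least 30% and at least 1% of replicates passing that level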;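 also: 0% = median of the neutral control wells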
PDI turbidity = inhibitors of human PDI, primary screen, biochemical, turbidity, single point, plate reader; PDI insulin aggregation turbidity, A650, 90 min; Protein disulfide-isomerase (Homo sapiens), P07237; inhibition, % at 10 µM; hit rate 0.052% among 350,000;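 active = mean inhibition across replicates of 30% or more, whatever share of single replicates reach that level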;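 also: absorbance from insulin aggregation driven by PDI reduction with DTT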
TRPM1 prom inh = inhibitors of MITF-dependent TRPM1 promoter reporter, primary screen, cell-based, SK-MEL-5, single point, luciferase | AID 488899, 2010 | SK-MEL-5 TRPM1 promoter luciferase, 24 h | hit rate 0.83% among 330,000 | inhibition, % at 12.5 µM;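 active = mean inhibition across replicates of 60% or more, whatever share of single replicates reaches that level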; also: values of inactives mirror those of a sister screen read the other way
NR2E3 ag-1 = inhibitors of NR2E3-RetCOR corepressor binding, primary screen, NR2E3 agonist project, biochemical, TR-FRET, GST-NR2E3, biotin-RetCOR; Photoreceptor-specific nuclear receptor (Homo sapiens), Q9Y5X4; AID 2300, 2010; inhibition of corepressor binding, % at 4.78 µM; hit rate 0.12% among 320,000; 1536-well;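 active = percent inhibition above the cutoff of mean plus 3 SD of all tested compounds, set per screening campaign, cut at about 20% in these data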;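 also: 0% = DMSO wells and 100% = biotin wells as full block of FRET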
Target sequence (Q9Y5X4 whole entry, looked up): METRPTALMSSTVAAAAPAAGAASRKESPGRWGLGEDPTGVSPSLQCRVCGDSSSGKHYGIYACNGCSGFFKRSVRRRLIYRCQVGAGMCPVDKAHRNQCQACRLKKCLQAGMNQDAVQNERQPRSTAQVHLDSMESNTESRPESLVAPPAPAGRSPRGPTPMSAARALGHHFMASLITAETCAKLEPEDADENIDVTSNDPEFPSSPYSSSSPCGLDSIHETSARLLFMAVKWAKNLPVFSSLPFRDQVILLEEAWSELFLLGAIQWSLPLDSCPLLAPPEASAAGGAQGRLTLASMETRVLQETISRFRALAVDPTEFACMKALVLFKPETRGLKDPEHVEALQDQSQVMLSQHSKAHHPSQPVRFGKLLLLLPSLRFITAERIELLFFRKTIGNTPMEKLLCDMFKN
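Test system: GST-NR2E3 and biotin-RetCOR proteins | Quantity: 1.35 nM GST-tagged NR2E3 final | Medium: Tris pH 7.5 | Also added: 7 nM biotin-RetCOR | Dosing: Compound at 4.8 µM, single dose | Timing: 5 h at 4 °C | Detection: Time-resolved FRET | Read-out basis: Percent inhibition | Benchmarks: Biotin wells as high control, 0.6% DMSO wells as low control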
Shn3 3UTR inh = reduction of Shn3 3'UTR firefly luciferase signal, primary screen, Schnurri-3 inhibitor project, cell-based, Clone20 osteoblasts, set 2; Clone20 osteoblast Shn3 3'UTR firefly luciferase, 24 h; inhibition, % at 12.5 µM; hit rate 0.52% among 360,000; AID 588674, 2011;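 active = mean inhibition of at least 75% with every replicate also reaching 75%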;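 also: 0% = median of neutral control wells and 100% = pilot-screen positive control compound; some compounds past the cut are filed as inactive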
HIF-2a inh = HIF-2a reporter inhibitors, primary screen, luminescence, 786-0 RCC cells. inhibition, % at 18.8 µM. hit rate 0.72% among 360,000. 786-0 RCC cells HIF-2a reporter, luciferase luminescence, overnight;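 active = inhibition of the luminescence signal of 40% or more relative to plate controls, in a single-dose primary screen at 18.75 µM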
Peg3 prom inh = Peg3 promoter-driven luciferase inhibitors, primary screen, cell-based, HeLa, luciferase luminescence. HeLa PEG-Prom luciferase reporter, overnight. inhibition, % at 20 µM. hit rate 1.7% among 360,000. AID 588405, 2011;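 active = inhibition of at least 50% at 20 µM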
hiPSC survival = enhancers of single-cell hiPSC survival, primary screen, ATPlite luminescence. 100% = ROCK inhibitor wells, 0% = DMSO. survival enhancement, % at 20 µM. hit rate 0.044% among 360,000. AID 602274, 2012; in the data active = survival enhancement above about 18%;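 also: cells exposed to compounds for 16 hours before the ATP read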
NR2E3 ag-2 = NR2E3 agonists in two-hybrid cells, primary screen, cell-based, luminescence, CHO-S, Gal4-NCOR/VP16-NR2E3; AID 602229, 2012; inhibition of corepressor binding, % at 3.98 µM; hit rate 0.35% among 360,000; luciferase;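 active = inhibition above the mean of all tested compounds plus 3 SD, cut at about 70% in these data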;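 also: 0% = DMSO with NR2E3 transfected cells and 100% = cells lacking NR2E3 construct; higher means lower luciferase signal from less NR2E3 corepressor binding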
* = called active by the depositor; · = not tested or not shown.

cpd	SMILES	H9c2 protect	m5-HT2A agonist	CaV13 ICDI inh	PDI turbidity	TRPM1 prom inh	NR2E3 ag-1
1	Cc1ccc(C(=O)CNc2cccc([N+](=O)[O-])c2)cc1	0	-2	8	-2	-27	1
2	CC(C)CN(C(=O)COC(=O)CCCc1nc2ccccc2s1)c1c(N)n(Cc2ccccc2)c(=O)[nH]c1=O	3	2	-5	5	3	4
3	COC(=O)C(=O)C/C(=N/Nc1ncnc2ccccc12)c1ccc(Cl)cc1	-3	-4	-6	-8	30	-2
4	Cc1sc(NC(=O)C2CCCCC2)c(C#N)c1-c1ccccc1	-9	2	-5	-7	-73	5
5	C#CCOCCOCCOCCNc1nc(N2CCN(C(=O)CCCCCCCCCCNC(=O)Cn3cc(CCCCCN)nn3)CC2)nc(N2CCN(C(=O)CCCCCCCCCCNC(=O)[C@@H](CCC(=O)O)n3cc(CCCCCN)nn3)CC2)n1	0	4	·	15	-6	0
6	C=CCCCCCCCCc1nc(SCC(C)=O)n[nH]1	-6	1	-22	-6	3	4
7	COc1cc(C(=O)Nc2nc3ccc4nc(C)sc4c3s2)cc(OC)c1OC	2	4	·	10	6	1
8	CCN(CC)CCn1c2ccc(F)cc2c2nc(C)sc21	8	6	-4	1	-7	3
9	CCC(c1ccccc1)C(CC)c1cc(O)c(O)c(O)c1 (stereo not drawn)	21	2	-5	5	41	·
10	O=C(NCc1ccccc1)c1ccc(-c2ccc(F)cc2)o1	3	-8	-5	-8	-29	1
11	Cc1ccn2c(=O)c(C(=O)NCCN3CCOCC3)c(O)nc2c1	3	3	-3	9	-6	1
12	c1ccc(CCCNCC2COc3ccccc3O2)cc1 (stereo not drawn)	2	-7	3	8	0	-3

cpd	Shn3 3UTR inh	HIF-2a inh	Peg3 prom inh	hiPSC survival	NR2E3 ag-2
1	-2	-54	-28	-0.6	-3
2	-13	22	-1	0.8	-10
3	12	-23	-4	-0.5	2
4	-19	-184	-291	0.4	-64
5	7	-12	-42	0.3	-44
6	25	13	15	0.2	8
7	10	20	7	2.3	-4
8	29	3	15	-2.9	-33
9	38	27	19	0.0	-19
10	-21	-142	-65	-2.2	-31
11	-7	6	0	-0.5	-15
12	1	-18	-15	0.8	-6

Remaining list, next part:
cpd	SMILES	H9c2 protect	m5-HT2A agonist	CaV13 ICDI inh	PDI turbidity	TRPM1 prom inh	NR2E3 ag-1
13	O=c1[nH][nH]c(=O)c2cc(N3CCCC3)ccc12	-2	0	-7	0	-4	2
14	COc1ccc(-c2nnn(CC(=O)NC(=O)NC3CCCCC3)n2)cc1OC	-15	-7	-3	5	-12	2
15	O=C(COC(=O)C1(c2ccc(F)cc2)CCCC1)N1CCN(C(=O)c2ccco2)CC1	17	2	·	4	-3	0
16	Cc1ccccc1CSc1nnc(-c2ccccn2)n1C	-3	-3	-14	2	·	0
17	O=C(N/N=C/c1ccc([N+](=O)[O-])o1)c1cccc(S(=O)(=O)N2CCOCC2)c1	11	-2	-6	-6	30	-2
18	COCCNC(=O)CSc1nc2ccccc2c(=O)n1CC1CCCO1 (stereo not drawn)	-2	-9	-3	0	-2	3
19	CC1CN(C(=O)c2cc([N+](=O)[O-])cc([N+](=O)[O-])c2)CC(C)O1 (stereo not drawn)	1	0	-15	-1	4	5
20	O=C1NC[C@H](c2ccccc2)N(CCc2cccc3ccccc23)C1=O	-2	-3	-12	3	-10	-5
21	COC(=O)c1ccc(NC(=O)CN(c2ccc(C)cc2)S(=O)(=O)c2c(C)n[nH]c2C)cc1	1	0	-2	1	4	1
22	CCCCCCn1nc(C(=O)N(CC(C)C)c2c(N)n(CCCC)c(=O)[nH]c2=O)c2ccccc2c1=O	-2	8	-10	-3	-6	3
23	O=C(Cn1cnc2cc([N+](=O)[O-])ccc2c1=O)NCCc1ccc(F)cc1	6	2	-7	-4	8	3
24	Cn1c(=O)[nH]c(=O)c2c1nc(N1CCCC1)n2CC(O)COc1ccccc1 (stereo not drawn)	13	-4	3	-3	-10	3

cpd	Shn3 3UTR inh	HIF-2a inh	Peg3 prom inh	hiPSC survival	NR2E3 ag-2
13	12	-2	-6	-1.5	-51
14	8	-6	-3	9.6	34
15	-17	16	24	3.3	-17
16	-34	-189	-132	-0.4	-56
17	4	11	12	-0.7	7
18	-4	16	7	-3.3	-12
19	9	13	3	-0.6	-1
20	6	8	1	-1.3	-25
21	-22	12	18	-1.6	-28
22	19	24	20	0.3	-21
23	19	4	-2	-1.3	-18
24	-7	8	11	-2.2	-3

Other compounds.
cpd	SMILES	H9c2 protect	m5-HT2A agonist	CaV13 ICDI inh	PDI turbidity	TRPM1 prom inh	NR2E3 ag-1
25	O=C(O)c1ccccc1SCc1cn2ccccc2n1	-5	1	-3	8	4	3
26	CCCCNC(=S)Nc1ccc2[nH]c(=O)[nH]c2c1	-4	5	1	-3	8	-2
27	COc1ccc(NC(=O)N2CCn3c2nc2ccccc23)cc1	12	-3	-4	-1	17	-1
28	O=C(c1cn(-c2ccccc2)nc1-c1ccccc1)N1CCN(c2ccccn2)CC1	-6	5	-2	-2	-2	5
29	C=CCOC(=O)C(C#N)c1nc2ccccc2nc1N1CCC(C(=O)OCC)CC1 (stereo not drawn)	14	4	-4	0	-15	1
30	COc1cc(C#Cc2c(-c3cncn3C)n(C)c3ccc(-c4ccc5cc[nH]c5c4)cc23)cc(OC)c1	2	6	-9	0	-37	·
31	CCN(CC(=O)Nc1ccc(C(=O)OC)cc1)Cc1ccccc1	-3	-1	-7	9	-14	-1
32	CCOc1ccccc1NC(=S)N1CCCc2ccccc21	4	-1	-2	8	3	-2
33	Cc1nc2c3ccccc3nc(NNC(=O)CCC(=O)NC(C)C)n2n1	11	-3	-3	4	2	-1
34	Cc1c(NC(=O)C(C)OC(=O)COc2ccc(C#N)cc2)c(=O)n(-c2ccccc2)n1C (stereo not drawn)	-4	-13	-8	8	1	-3
35	O=C(COC(=O)c1ccc(O)cc1)Nc1nccs1	8	2	-4	5	0	-2
36	COc1cc(C)ccc1OCc1cc(C(=O)N2CCCCCCC2)no1	0	-2	-7	-6	-62	-2

cpd	Shn3 3UTR inh	HIF-2a inh	Peg3 prom inh	hiPSC survival	NR2E3 ag-2
25	-4	12	13	5.1	11
26	-7	15	-6	-0.4	-10
27	4	-63	-21	0.6	-7
28	-17	-71	-28	-1.4	-47
29	7	23	19	-1.8	-12
30	-11	-139	-115	-3.0	-14
31	10	17	5	0.2	4
32	-3	-12	-32	-0.6	2
33	7	11	11	0.9	-18
34	-4	13	3	2.3	-13
35	-8	-23	-41	0.5	-22
36	-79	-211	-197	1.3	-69

Other results follow:
cpd	SMILES	H9c2 protect	m5-HT2A agonist	CaV13 ICDI inh	PDI turbidity	TRPM1 prom inh	NR2E3 ag-1
37	CCOC(=O)c1cc(S(=O)(=O)N(C)Cc2ccccc2)cn1C	-1	1	-14	-3	2	0
38	CCCc1cc(=O)[nH]c2nnc(SCC(=O)Nc3ccc(NC(C)=O)cc3)n12	2	-11	-2	-4	3	0
39	Cc1nc2ccc(S(=O)(=O)NCC(=O)N(C)Cc3ccccc3)cc2s1	8	4	6	-4	-21	1
40	CC(C)C[C@@H](CO)N1CCN(Cc2ccccc2)CCC1=O	15	-2	-6	0	6	7
41	COc1ccccc1NC1=C(N2CCCCC2)C(=O)c2ccccc2C1=O	-16	8	·	-1	19	8
42	CCCCOc1ncnc2c1[nH]c1ccc(F)cc12	-15	6	·	-4	-5	-2
43	COc1ccc2nc3oc(C(=O)N4CCN(c5ccccc5F)CC4)cc3cc2c1	-12	0	-3	11	-10	3
44	CC1Cc2cc(-c3csc(NC(=O)Cc4ccccc4)n3)ccc2N1S(C)(=O)=O (stereo not drawn)	0	-14	-7	14	56	1
45	COc1ccc(CC(NC(C)=O)C(=O)NC2CCN(C(=O)C3CCCCC3)CC2)cc1OC (stereo not drawn)	3	2	-5	1	4	-3
46	CCNC(=O)CC1SC(=Nc2ccc(Cl)cc2)N(CC)C1=O (stereo not drawn)	-3	4	-5	7	-7	1
47	CC(=O)Nc1ccc(C(=O)COC(=O)C2CC2)c(F)c1	-1	0	-7	2	-125	·
48	Cc1cc(N)cc(C)c1-c1c(Br)cc(N)cc1Br	-11	1	-4	-4	32	·
49	Cc1nnc(NC(=O)c2ccc3c(c2)C(=O)N(CCC(C)C)C3=O)s1	-7	0	-12	2	-3	2
50	Cc1cc(C)cc(NC(=S)NCc2cccnc2)c1	-5	0	-19	1	7	2

cpd	Shn3 3UTR inh	HIF-2a inh	Peg3 prom inh	hiPSC survival	NR2E3 ag-2
37	4	9	4	-0.1	11
38	1	10	13	-0.1	-11
39	9	13	14	-0.6	8
40	4	11	4	-3.7	-17
41	5	-18	64*	-3.7	-13
42	52	-207	-161	-1.5	75*
43	-8	8	-11	6.9	-19
44	35	-26	16	4.4	25
45	-6	26	-9	0.0	-9
46	7	11	6	-2.1	20
47	-96	-89	-310	-0.4	-8
48	-8	34	11	-0.8	-7
49	-14	-17	1	0.8	-4
50	22	4	11	-1.6	-21

Among those listed so far, 7 contain fluorine.
cpd	SMILES	H9c2 protect	m5-HT2A agonist	CaV13 ICDI inh	PDI turbidity	TRPM1 prom inh	NR2E3 ag-1
8	CCN(CC)CCn1c2ccc(F)cc2c2nc(C)sc21	8	6	-4	1	-7	3
10	O=C(NCc1ccccc1)c1ccc(-c2ccc(F)cc2)o1	3	-8	-5	-8	-29	1
15	O=C(COC(=O)C1(c2ccc(F)cc2)CCCC1)N1CCN(C(=O)c2ccco2)CC1	17	2	·	4	-3	0
23	O=C(Cn1cnc2cc([N+](=O)[O-])ccc2c1=O)NCCc1ccc(F)cc1	6	2	-7	-4	8	3
42	CCCCOc1ncnc2c1[nH]c1ccc(F)cc12	-15	6	·	-4	-5	-2
43	COc1ccc2nc3oc(C(=O)N4CCN(c5ccccc5F)CC4)cc3cc2c1	-12	0	-3	11	-10	3
47	CC(=O)Nc1ccc(C(=O)COC(=O)C2CC2)c(F)c1	-1	0	-7	2	-125	·

cpd	Shn3 3UTR inh	HIF-2a inh	Peg3 prom inh	hiPSC survival	NR2E3 ag-2
8	29	3	15	-2.9	-33
10	-21	-142	-65	-2.2	-31
15	-17	16	24	3.3	-17
23	19	4	-2	-1.3	-18
42	52	-207	-161	-1.5	75*
43	-8	8	-11	6.9	-19
47	-96	-89	-310	-0.4	-8
